# From PubChem
# FEN1 inhibitor – qHTS Assay for the Inhibitors of Human Flap endonuclease 1 (FEN1) | Recombinant FEN1 flap cleavage, fluorescence, 15 min | Potency, µM (top dose mostly 114 µM), for inactives: at the highest dose activity change, negative = inhibition, usual class: inhibitors | 0.35% of 390,000 active | AID 588795, 2011 | P39748; also: nearly all actives have a fitted effect of over 65% in size
# Target sequence (P39748 whole entry, looked up): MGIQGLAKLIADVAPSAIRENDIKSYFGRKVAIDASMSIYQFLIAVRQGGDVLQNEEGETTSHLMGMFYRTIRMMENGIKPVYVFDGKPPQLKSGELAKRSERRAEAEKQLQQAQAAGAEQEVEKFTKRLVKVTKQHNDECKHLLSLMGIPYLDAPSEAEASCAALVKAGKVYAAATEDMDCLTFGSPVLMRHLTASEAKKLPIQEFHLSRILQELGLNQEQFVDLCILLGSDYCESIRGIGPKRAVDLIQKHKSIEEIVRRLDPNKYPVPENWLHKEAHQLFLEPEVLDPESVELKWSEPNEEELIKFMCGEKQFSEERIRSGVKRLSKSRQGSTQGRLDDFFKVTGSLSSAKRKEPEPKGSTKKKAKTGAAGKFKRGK
#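 Quantitative HTS format: each compound was titrated, incubated with 10 nM nuclease for 15 min at room temperature, then challenged with flap substrate at 50 nM final. Signal change over 15 min gave concentration–effect curves.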
# N370S GC mod – qHTS Assay for Inhibitors and Activators of N370S glucocerebrosidase as a Potential Chaperone Treatment of Gaucher Disease | Lysosomal acid glucosylceramidase (Homo sapiens), P04062 | Potency, µM (doses to about 59.4 µM), for the others: top-dose activity change, negative = inhibition, most hits filed as inhibitors | AID 2101, 2009 | N370S GC spleen homogenate, 4MU-glucoside fluorescence | 0.092% of 330,000 active;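 also: 0% = full enzyme activity and -100% = no enzyme basal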
# DT40 TDP1 CPT – qHTS for Inhibitors of human tyrosyl-DNA phosphodiesterase 1 (TDP1): qHTS in cells in presence of CPT; chicken DT40 Tdp1-/-;hTDP1 cells + 20 nM CPT, ATP luminescence, 48 h; Potency, µM (series often up to 46.2 µM), for the others: at the highest dose activity change, negative = growth inhibition, actives largely listed as inhibitors; 12% of 420,000 active; also: nearly all actives have a fitted effect of over 55% in size
#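 Chicken DT40 Tdp1-/- cells complemented with human TDP1, 400 cells/well, exposed to compounds plus 20 nM camptothecin for at least 48 h at 37 C; viability read as ATP content by CellTiter-Glo luminescence.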
# * hit, by the source's call; ? = inconclusive; nt = not tested or not shown; & = joins results of further samples. Calls follow the shape of the dose curve; as a rule, active = well fitted curve in the direction sought with a large enough effect; inconclusive = small, poorly fitted or top-dose-only effect, or another doubt; inactive = no such curve, though single readings can be large; an effect the other way counts as inactive or inconclusive. Unless noted, % is scaled to controls: 0 for no effect and ±100 for the full control effect; potency is read from the fitted curve at half-maximal effect. Not all compounds are listed. The share of hits here may be higher or lower than overall.
# Below each compound: FEN1 inhibitor	N370S GC mod	DT40 TDP1 CPT
COc1ccc(N2C(=O)CC(C)(C)CC2=O)cc1OC
→ -5%	1%	-3%
Cc1ccc(Nc2nc3nonc3nc2Nc2cccc(C(F)(F)F)c2)cc1Cl
→ -32%	nt	0.52µM*
O=C(Cn1c(=O)nc(-c2ccccc2)c2ccccc21)Nc1ccc(Cl)cc1F
→ -7%	nt	-13%
Cc1ccc(CN(C(=O)c2ccccc2[N+](=O)[O-])C2CCS(=O)(=O)C2)o1 (stereo unspecified)
→ -11%	-7%	0%
CC(C)C(=O)Nc1cc(C(F)(F)F)ccc1-n1ccnc1
→ 1%	-6%	-10%
Cn1c(/C(C#N)=C(\O)c2cccc(F)c2)nc2ccccc21
→ 0%	7%	-1%
CC(C)(C)Nc1nc2cc([N+](=O)[O-])ccc2o1
→ -4%	1%	-17%
CSc1cccc(NC(=O)CN2C(=O)c3ccccc3S2(=O)=O)c1
→ 16%	4%	-11%
CCOC1(OCC)C(c2ccc(N)cc2)C(C#N)(C#N)C1(OCC)OCC (stereo unspecified)
→ -24%	9%	-19%
CCC(C(=O)NC1CC1)n1nc(C)c2c(C)n(-c3ccc(C)cc3)nc2c1=O (stereo unspecified)
→ 15%	2%	5%
Cc1cc(C)cc(N(CC(=O)NC(C)(C)C)C(=O)CNC(=O)c2cccs2)c1
→ -5%	?	26%
CCOc1ccc(S(=O)(=O)N(CC(=O)Nc2ccc(OC)cc2OC)c2ccccc2)cc1
→ 3%	nt	?
Cc1ccc(/C=C/C(=O)Nc2ccc(Oc3ccccc3)cc2)o1
→ -11%	10%	?
O=C(N/N=C/c1cc(Br)ccc1O)C(=O)Nc1ccccc1OC(F)(F)C(F)F
→ 11%	-3%	5µM*
Cc1nc(N2CCN(S(=O)(=O)c3ccccc3C#N)CC2)c2c(-c3ccccc3)csc2n1
→ 6%	nt	?
CCOC(=O)Cc1ccc(NC(=O)N(C(C)C)C2CCN(C(C)=O)CC2)cc1
→ 5%	nt	1%
CCOC(=O)N1CCN(c2ccc(S(=O)(=O)N3CCOCC3)cn2)CC1
→ 0%	nt	-5%
COC(=O)C(O)(NC(=O)NC(C)=O)C(F)(F)F (stereo unspecified)
→ 2%	8%	-7%
Cc1cccc(-c2noc(CCC(=O)Nc3ccc(C(N)=O)cc3)n2)c1
→ 8%	1%	-3%
CCC(Oc1ccccc1)C(=O)N1CCC(C(N)=O)CC1 (stereo unspecified)
→ 3%	0%	-8%
CC(C)CCN1C(=O)c2ccc(C(=O)NCC3CCCO3)cc2C1=O (stereo unspecified)
→ 2%	4%	-17%
O=C(NCc1ccc2c(c1)CCN2C(=O)c1ccc(F)cc1)c1ccc(Br)o1
→ -4%	nt	5.2µM*
O=C(O)c1cc(C2CC2)nc2ccccc12
→ 11%	-9%&0%	7%
CCN(CC)CCCNC(=O)C1CCN(S(C)(=O)=O)CC1
→ -3%	nt	2%
O=C(NC1CCCCCC1)C1c2ccccc2C(=O)N1Cc1ccc(F)cc1 (stereo unspecified)
→ 6%	nt	-19%
CCC(=O)c1cc2c(C)cc(=O)oc2c(C)c1OC
→ -17%	-3%	8%
Cc1ccc(CSC2=Nc3ccccc3C3=NC(CC(=O)NCc4ccco4)C(=O)N23)cc1 (stereo unspecified)
→ -13%	18%	-14%
Cc1nc(SC(C)C(=O)Nc2ccccc2C)cc(-c2ccccc2)n1 (stereo unspecified)
→ -4%	nt	15µM*
CN(CC(=O)N1CCOCC1)C(=O)CSc1nc2ccccc2s1
→ -2%	-4%	-17%
CN1CCN(S(=O)(=O)c2cccc(C(=O)Nc3nc(-c4ccccc4)cs3)c2)CC1
→ -7%	nt	?
Cc1ccc(C(=O)NC(C)CCc2ccccc2)cc1S(=O)(=O)N1CCOCC1 (stereo unspecified)
→ -2%	nt	?
CC1Cc2ccccc2N1S(=O)(=O)c1cccc(C(=O)Nc2cccnc2)c1 (stereo unspecified)
→ -15%	-29%	?
C#CCNC(=O)C1=C[C@@H](c2ccc(C(F)(F)F)cc2)C[C@@H](OCc2ccc(CO)cc2)O1
→ 7%	nt	?
O=C(NCC(=O)N(CC1CCCO1)C1(C(=O)NC2CCCC2)CCCCC1)c1ccccc1 (stereo unspecified)
→ -2%	-10%	-1%
O=C(Nc1ccc(Br)cc1F)c1cc2nc(-c3ccco3)cc(C(F)(F)Cl)n2n1
→ -9%	nt	-13%
CCOC(=O)C1CCCN(C(=O)c2cc(CN3C(=O)c4ccccc4C3=O)ccc2OC)C1 (stereo unspecified)
→ -1%	-12%	-23%
CC(NC(=O)c1cccs1)c1ccc(Cl)cc1 (stereo unspecified)
→ -18%	nt	0%
Cc1ccc(/C=C/C(=O)O)cc1S(=O)(=O)N1CCc2ccccc21
→ -16%	-9%	8%
COCCn1c(SCC(=O)NC(=O)NC2CCCCC2)nc2ccccc2c1=O
→ -4%	nt	?
CCc1ccccc1N(CC(=O)Nc1cccc(N(C)S(C)(=O)=O)c1)S(C)(=O)=O
→ -4%	26%	-19%
COc1ccc(N2CC(C(=O)NCCc3c[nH]c4ccccc34)CC2=O)cc1 (stereo unspecified)
→ 27%	-1%	-4%
CCCCC(=O)Nc1ccc(C(=O)Nc2ccc(S(=O)(=O)Nc3nccc(C)n3)cc2)cc1
→ -1%	6%	-23%
CCc1nnc(N2CCN(c3ncnc4c3oc3ccccc34)CC2)s1
→ -18%	11%	18µM*
COCC(=O)Nc1cccc(Br)c1
→ -1%	3%	2%
COc1ccc(OC)c(CCNC(=O)CCCn2c(=O)c3cccn3c3ccc(F)cc32)c1
→ 49%	nt	18µM*
C=C1CCN([C@@H](C)C(=O)OCc2cccc(C)c2)S(=O)(=O)c2ccccc21
→ 2%	11%	6%
COCCCNC(=O)c1c(N)n(/N=C/c2cccs2)c2nc3ccccc3nc12
→ -8%	10%	18µM*
O=C(NCc1cccc(Cl)c1)c1cnc(N2CCCCC2)c2ccccc12
→ -1%	nt	16µM*
COc1cc(CCCN2CCNC[C@@H]2Cc2ccccc2)cc(OC)c1OC
→ 12%	-3%	-10%
O=S(=O)(NCc1cc(-c2ccccc2)no1)c1ccccc1
→ -16%	2%	12%
Cc1ccc(OCC(=O)Nc2nnc(S(=O)(=O)N3CCc4ccccc43)s2)cc1
→ 5%	nt	?
CC(C)NC(=O)C(c1ccc(F)cc1)N(C(=O)CCC(=O)Nc1ccccn1)c1ccccc1F (stereo unspecified)
→ 3%	-8%	4%
COc1ccc(CNC(=O)CSc2nnc(NC(=O)c3ccccc3F)s2)cc1
→ 2%	1%	-14%
CCOC(=O)c1ccc(CNc2ncnc3nc[nH]c23)cc1
→ -16%	nt	4µM*
COc1ccc(CN(CC(=O)NCc2ccc(F)cc2)C(=O)CCC(=O)Nc2ccccn2)cc1
→ 5%	-7%	-13%
CCCCn1c(N)c(N(CC)C(=O)c2cc(OC)cc(OC)c2)c(=O)[nH]c1=O
→ 4%	3%	4%
COc1ccc(S(=O)(=O)Nc2cccc(S(=O)(=O)N3CCCC3)c2)cc1OC
→ -3%	-12%	-7%
C=CCn1c(-c2cccc(OCC)c2)n[nH]c1=S
→ 13%	2%	-10%
CCOc1ccc(NC(=O)COc2ccc(N3CC(C(N)=O)CC3=O)cc2)cc1 (stereo unspecified)
→ 0%	nt	8%
COc1ccc(-c2cc(C(F)(F)F)nc(SCCC(=O)NCc3ccccc3)n2)cc1
→ 3%	17%	?

# Following part
SMILES	FEN1 inhibitor	N370S GC mod	DT40 TDP1 CPT
COc1cccc(NC(=O)CCC(=O)Nc2ccc3nc(N4CCOCC4)cc(C)c3c2)c1	-1%	?	?
O=C(NC1CCCC1)C1CCC(=O)N1C1CCCCC1 (stereo unspecified)	4%	5%	8%
COc1ccc(CCNC(=O)Cn2c(=O)n(-c3ccc(F)cc3F)c(=O)c3sccc32)cc1OC	0%	-4%	?
CC(=O)c1ccc(OCCCC(=O)NCc2nnc3ccccn23)cc1	7%	3%	10%
Cc1cccc(OCC(=O)N(Cc2ccc(C(C)(C)C)cc2)Cc2ccco2)c1	-8%	nt	21µM*
O=C(CN1C(=O)C2C3C=CC(C3)C2C1=O)NCc1ccc2c(c1)OCO2 (stereo unspecified)	-3%	-9%	-5%
O=C(COC(=O)Cc1n[nH]c(=O)c2ccccc12)NNC(=O)c1ccccc1	-8%	-8%	-21%
COc1ccccc1OCC(=O)NCC1CCCN(Cc2cnn(C)c2C)C1 (stereo unspecified)	-4%	-3%	3%
CC(NC(=O)/C=C/c1cnc2ccccc2n1)C12CC3CC(CC(C3)C1)C2 (stereo unspecified)	4%	6%	?
CC1(C)CC(=O)C2=C(C1)NC(=O)CC2c1ccc(F)cc1 (stereo unspecified)	-11%	-10%	-1%
CCOC(=O)c1ccc(Nc2cc(C)nc(C)c2C(=O)OCC)cc1	2%	-18%	?
N#CC1=C2C=Cc3ccccc3N2CCCC1=O	6%	?	-3%
COc1cccc(OCc2cc(C(=O)NCC3CCCCC3)no2)c1	15%	-5%	-7%
O=C(c1cccc(Cl)c1)n1nc(-c2ccco2)nc1NCc1cccs1	12%	nt	-13%
CC(=O)c1cnc2cc(C)nn2c1C	-7%	1%	-12%
COc1ccc(C(CNC(=O)CCNC(=O)c2ccccc2Cl)N2CCCC2)cc1 (stereo unspecified)	-6%	nt	5%
Cc1ccccc1CN1C(=O)c2ccccc2Sc2ccc(C(=O)NCc3cccs3)cc21	13%	nt	23µM*
O=C(c1ccccc1)C1CCN(C(=O)c2ccc(Cl)cc2)CC1	-17%	-7%	?
CC(C)CC(c1nnnn1CCc1ccccc1)N1CCC(C(N)=O)CC1 (stereo unspecified)	-1%	-6%	-1%
Oc1ccccc1-c1n[nH]c(=S)n1Cc1ccccc1	0%	-7%	8%
CCC(=O)c1ccc(OCC(=O)NC2CCN(Cc3ccccc3)CC2)cc1	-4%	nt	-5%
CCN(CC)C(=O)c1sc2c(c1C)c(=O)n(-c1ccc(C)c(C)c1)c(=O)n2CC(=O)NCC1CCCO1 (stereo unspecified)	-2%	-23%	-7%
O=C1/C(=C\c2cccc([N+](=O)[O-])c2O)SC(=S)N1Cc1ccccc1	?	-5%	18µM*
O=S(=O)(c1ccc(NC(=S)N/N=C/c2ccc(O)c(O)c2)cc1)N1CCOCC1	0%	-16%	-10%
Oc1ccc(-c2nc3ncccn3c2Nc2ccc3c(c2)OCO3)cc1	-16%	3%	?
CN1CCN(S(=O)(=O)c2cccc(C(=O)N(C)Cc3c(F)cccc3Cl)c2)CC1	13%	nt	?
Clc1ccc(-c2nc3ccccc3n2OCc2ccccc2)cc1	-1%	-13%	21µM*
Cc1noc(-c2ccc(N(C)Cc3ccccc3)c([N+](=O)[O-])c2)n1	-2%	nt	21µM*
COc1ccc(S(=O)(=O)N2CCC(C(N)=O)CC2)c2ccccc12	1%	-9%	-1%
Cc1ccc(-n2nnnc2SCc2ccccn2)cc1C	2%	14%	-10%

# Shown as labelled records: entries from further up
CN1CCN(S(=O)(=O)c2cccc(C(=O)N(C)Cc3c(F)cccc3Cl)c2)CC1
  FEN1 inhibitor = 13%; N370S GC mod = nt; DT40 TDP1 CPT = ?
Clc1ccc(-c2nc3ccccc3n2OCc2ccccc2)cc1
  FEN1 inhibitor = -1%; N370S GC mod = -13%; DT40 TDP1 CPT = 21µM*
Cc1noc(-c2ccc(N(C)Cc3ccccc3)c([N+](=O)[O-])c2)n1
  FEN1 inhibitor = -2%; N370S GC mod = nt; DT40 TDP1 CPT = 21µM*
COc1ccc(S(=O)(=O)N2CCC(C(N)=O)CC2)c2ccccc12
  FEN1 inhibitor = 1%; N370S GC mod = -9%; DT40 TDP1 CPT = -1%

# (more compounds)
SMILES	FEN1 inhibitor	N370S GC mod	DT40 TDP1 CPT
COc1ccc(CNS(=O)(=O)NCc2ccccc2)cc1	21%	20%	-10%
CCCOc1ccc(C(=O)N(CC(C)C)c2c(N)n(Cc3ccccc3)c(=O)[nH]c2=O)cc1	4%	0%	-14%
Cc1cc(NC(=O)/C=C/c2cccc(Cl)c2)n(-c2nc3ccccc3[nH]2)n1	-7%	nt	-92%
CCOCCCn1c(SCC(=O)Nc2ccc(C(N)=O)cc2)nc2ccccc2c1=O	8%	4%	-30%
COc1c(Cl)cc(Cl)cc1CNCCNCC(C)O (stereo unspecified)	7%	9%	-12%
CCN(CC)c1ccc(C2C(C(=O)OCCOC)=C(C)NC3=C2C(=O)CCC3)cc1 (stereo unspecified)	-14%	-15%	-18%
O=C(NCc1csc(-c2cccs2)n1)C1CCC1	19%	-3%	3%
CN(C)c1ncc2nc(CCc3ccccc3)c(=O)n(C3CC3)c2n1	nt	?	?
